# ROC1-CUL1 inh: inhibitors of human ROC1-CUL1 ubiquitin ligase activity | in vitro K48 di-Ub FRET, acceptor:donor ratio, 45 min | inhibition, % at 10 µM | 140,000 tested, 0.6% active | AID 1347404, 2020; in the data active = inhibition above about 25%
# Target sequence (P62877 whole entry, looked up): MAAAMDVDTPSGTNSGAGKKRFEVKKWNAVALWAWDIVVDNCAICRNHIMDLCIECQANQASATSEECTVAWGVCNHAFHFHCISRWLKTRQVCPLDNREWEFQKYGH
# Target sequence (Q13616 whole entry, looked up): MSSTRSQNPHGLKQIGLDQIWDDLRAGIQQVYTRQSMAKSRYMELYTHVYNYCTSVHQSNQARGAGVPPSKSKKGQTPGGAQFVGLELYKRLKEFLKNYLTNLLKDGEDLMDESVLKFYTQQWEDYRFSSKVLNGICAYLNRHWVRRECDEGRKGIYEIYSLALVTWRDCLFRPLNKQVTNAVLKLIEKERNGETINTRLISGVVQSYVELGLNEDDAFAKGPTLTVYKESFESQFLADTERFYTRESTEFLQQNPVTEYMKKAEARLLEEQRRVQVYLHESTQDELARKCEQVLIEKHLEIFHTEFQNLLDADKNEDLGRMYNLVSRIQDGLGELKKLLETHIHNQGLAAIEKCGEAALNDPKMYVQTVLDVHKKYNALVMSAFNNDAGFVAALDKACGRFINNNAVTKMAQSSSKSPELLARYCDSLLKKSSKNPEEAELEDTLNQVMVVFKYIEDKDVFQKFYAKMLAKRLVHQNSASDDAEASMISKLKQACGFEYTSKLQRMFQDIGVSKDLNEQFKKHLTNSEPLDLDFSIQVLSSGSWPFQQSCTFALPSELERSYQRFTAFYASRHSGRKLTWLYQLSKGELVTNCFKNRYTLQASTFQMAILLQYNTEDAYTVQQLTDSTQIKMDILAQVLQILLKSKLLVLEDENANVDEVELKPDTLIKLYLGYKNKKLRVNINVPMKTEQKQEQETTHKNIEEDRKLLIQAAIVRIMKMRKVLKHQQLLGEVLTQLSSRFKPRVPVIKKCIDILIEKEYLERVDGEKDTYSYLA
# * marks the source's active call; other numbers are inactive results. Not all compounds are listed; count on the stated rates, not on these rows.
ROC1-CUL1 inh | Structure
4.5 | CCNc1ncc(-c2cc(C(=O)N3CCCC3C)c3cccc(C)c3n2)cn1 (stereo unspecified)
-7.2 | O=C(Nc1ccc(I)cc1C(F)(F)F)c1cccc(F)c1
2.5 | Cc1c(C(F)(F)F)noc(=Nc2nc3ccccc3s2)c1N1CCN(c2ccc([N+](=O)[O-])cc2)CC1
-4.2 | CCOc1ccc(N=C2NC(=O)/C(=C\c3c(F)cccc3Cl)S2)cc1
-8.7 | Cc1ccccc1-c1nc2scc(CCNC(=O)c3ccco3)n2n1
-8.2 | Cc1ccc(C)c(N2CCN(C(=O)c3cc(C)nc4c3c(C)nn4-c3cccc(F)c3)CC2)c1
1.8 | COc1ccc(CC(=O)N2CC(=O)Nc3ccc(Br)cc3C2c2ccc(F)cc2)cc1 (stereo unspecified)
0.2 | OCCN1CCN(c2nc(NCC3CCCO3)c3ccccc3n2)CC1 (stereo unspecified)
11.2 | O=C1NC(=O)N(c2ccccc2F)C2=NC(c3ccccc3)=NC(C(F)(F)F)(C(F)(F)F)C12 (stereo unspecified)
-6.1 | CCCc1nn2c(=O)cc(COc3ccc(/C=C(\C#N)C(=O)Nc4ccc(F)cc4)cc3)nc2s1
-0.4 | C#Cc1cccc(C(=O)N2CCOC(CCc3ccccc3)C2)c1 (stereo unspecified)
17.1 | CC1Cc2ccccc2N1C(=O)C12CCC(C)(C(=O)C1Br)C2(C)C (stereo unspecified)
11.0 | Cc1nnsc1C(=O)NC1CC(=O)N(CCc2ccccc2)C1 (stereo unspecified)
2.4 | Cc1cccc(Cn2cc(C(=O)Nc3ccc(F)c(C(F)(F)F)c3)ccc2=O)c1
-4.0 | COc1ccc(C)cc1NC(=O)C(=O)NCCc1sc(-c2cccc(C)c2)nc1C
6.4 | O=C(NCc1ccccn1)c1nn(-c2ccccc2Cl)nc1CO
9.4 | CCc1cccc(C)c1NC(=O)Cn1c(=O)cc(C(F)(F)F)c2c(C)nn(C)c21
11.6 | CCN(CC)c1nc2c(S(=O)(=O)c3ccccc3)nnn2c2ccc(Cl)cc12
1.3 | Cc1cc(C(=O)N2CCOC(CCCc3ccccc3)C2)nc(N)n1 (stereo unspecified)
10.5 | Cc1cccc(CN2C(=O)N=C(Cc3cc(C)n(-c4ccc(S(N)(=O)=O)cc4)c3C)C2=O)c1
-0.7 | Cc1ccccc1N1CCN(CCOc2ccc3c(C)cc(=O)oc3c2)CC1
2.8 | CCN1C(=O)C(O)(CC(=O)/C=C/C=C/c2ccccc2)c2ccccc21 (stereo unspecified)
-9.7 | CCOC(=O)C1CCCCN1Cc1c(C(=O)N2CCCN(C)CC2)nc2sccn12 (stereo unspecified)
-6.4 | O=C1CCCC1SC(=S)N1CCCCC1 (stereo unspecified)
-5.6 | CCN1CCC(N2C[C@H]3OC(=O)N(CCc4cccc(Cl)c4)[C@H]3C2)CC1
-1.1 | COc1cccc2cccc(NC(C)=O)c12
0.8 | Oc1ccccc1-c1nnc(SCC2(c3ccc(Br)cc3)OCCO2)o1
-2.0 | CCOC(=O)c1c(NC(=O)c2cc(=O)c3cc(C)cc(C)c3o2)sc(C)c1C
2.3 | Cc1ccc(NC(=O)CN2C(=O)c3ccccc3Sc3ccc(C(=O)N4CCOCC4)cc32)cc1F
6.1 | CCC(=O)Nc1c(C)cccc1C
-8.7 | CCc1ccc(S(=O)(=O)Nc2ccc(O)c(C(C(=O)OC(C)C)C(=O)C(F)(F)F)c2)cc1 (stereo unspecified)
-3.9 | Cn1c(=O)c2c(S(C)=O)snc2n(C)c1=O (stereo unspecified)
-2.6 | O=C(Nc1ccccc1Cl)c1cccc(Cl)c1
9.3 | CCOc1cc(C2c3c(n[nH]c3-c3ccc(C)cc3)OC(=N)C2C#N)ccc1OC(=O)c1ccccc1 (stereo unspecified)
-6.6 | CCc1ccccc1NC(=O)c1ccc2nc(C(C)C)oc2c1
-6.6 | Fc1ccccc1CNCC1CCNCC1
-3.4 | CCSc1ncc(Cl)c(C(=O)Nc2nc3ccc(S(C)(=O)=O)cc3s2)n1
1.9 | CSc1ccc(CN2CCC(CCC(=O)NCCN(C)C)CC2)cc1
6.6 | CC1CCN(C(=O)CSc2c3c(nc4ccc(Cl)cc24)CCCC3)CC1
-0.1 | COc1ccc(C)cc1NC(=O)c1sc2nc(-c3ccc(F)cc3)cn2c1C
-4.4 | CCN1/C(=C\C(=S)Nc2ccccc2)Sc2ccccc21
8.5 | CCN(CC1CCCO1)C(=O)c1cc(COc2ccc(F)cc2F)on1 (stereo unspecified)
3.8 | Cn1c(=O)n(C)c2cc(N3CCOCC3)c(NS(=O)(=O)c3ccc(C(C)(C)C)cc3)cc21
15.5 | CCOC(=O)NN=C(c1ccc(OS(C)(=O)=O)cc1)c1ccc2c(c1)OCCO2
4.0 | Brc1cccc(/C=N\Nc2nccs2)c1
0.2 | CC(/C=C/c1ccc(O)cc1)=N/O
2.3 | O=C(COC(=O)c1cccc(I)c1)c1ccc2ccccc2c1
4.3 | CCS(=O)(=O)N1CCCC(C(=O)Nc2cccc(Cl)c2Cl)C1 (stereo unspecified)
2.5 | Cc1ccc(C2c3c(ccc4ccc(O)cc34)OC(=N)C2C#N)cc1 (stereo unspecified)
-2.7 | Cc1ccc(C2C=NN(c3ccccc3)C2=O)cc1 (stereo unspecified)
-1.2 | CC(C)c1ccccc1OCCOCC(O)CN1CCN(c2cccc(C(F)(F)F)c2)CC1 (stereo unspecified)
8.3 | Cc1nn(-c2ccccc2)c(Cl)c1-c1nc2sc3c(c2c(=O)[nH]1)CCCC3
5.8 | CCN1C(=O)NC(=O)/C(=C\c2cc(C)n(-c3ccc(C(=O)O)cc3)c2C)C1=O
-2.7 | CCOc1ccc(-c2nc3c(c(SCC(=O)N4CCCCC4)n2)Cc2cccc(OC)c2O3)cc1
5.3 | Cc1n[nH]c(=O)c(C#N)c1/C=C/c1ccccc1
-1.8 | C=CCSc1nnc2c(n1)OC(c1c(C)[nH]n(-c3ccccc3)c1=O)Nc1ccccc1-2 (stereo unspecified)

# The list goes on; it opens with the 7 that closed the last part.
ROC1-CUL1 inh | Structure
-2.7 | Cc1ccc(C2C=NN(c3ccccc3)C2=O)cc1 (stereo unspecified)
-1.2 | CC(C)c1ccccc1OCCOCC(O)CN1CCN(c2cccc(C(F)(F)F)c2)CC1 (stereo unspecified)
8.3 | Cc1nn(-c2ccccc2)c(Cl)c1-c1nc2sc3c(c2c(=O)[nH]1)CCCC3
5.8 | CCN1C(=O)NC(=O)/C(=C\c2cc(C)n(-c3ccc(C(=O)O)cc3)c2C)C1=O
-2.7 | CCOc1ccc(-c2nc3c(c(SCC(=O)N4CCCCC4)n2)Cc2cccc(OC)c2O3)cc1
5.3 | Cc1n[nH]c(=O)c(C#N)c1/C=C/c1ccccc1
-1.8 | C=CCSc1nnc2c(n1)OC(c1c(C)[nH]n(-c3ccccc3)c1=O)Nc1ccccc1-2 (stereo unspecified)
0.6 | CCOC1(OCC)C(c2ccc(Cl)cc2)C(C#N)(C#N)C1(OCC)OCC (stereo unspecified)
5.0 | O=[N+]([O-])c1cccc(C2=NCCS2)c1
-1.2 | COc1ccc(C(=O)Nc2ccc(S(=O)(=O)N3CCN(C)CC3)cc2)cc1
7.7 | COc1ccc(NC(=O)C23CCC(C2)C(C)(C)C3=O)cc1 (stereo unspecified)
0.2 | O=C(CCc1nc(=S)[nH][nH]1)Nc1ccccc1Cl
6.6 | C=CCn1c2nc3ccccc3nc2c2c(=O)n(C(C)CC)cnc21 (stereo unspecified)
-5.5 | O=c1ncn(-c2cccc([N+](=O)[O-])c2)c2ccccc12
-6.8 | COc1ccc(C)cc1NC(=O)CCS(=O)(=O)c1ccc2c(c1)CC(=O)N2C
-2.2 | CCOc1ccc(N(C)S(=O)(=O)c2c(C(=O)N3CCC(C)CC3)c(C)n(C)c2C)cc1
1.2 | Cc1c(NS(C)(=O)=O)cccc1C(=O)NCCc1ccccc1
3.6 | O=C(Nc1c(F)cccc1F)c1ccc(CN2CCCC2)cc1
6.0 | Cc1ccc(Cn2c(C)c3cnn(CC(=O)N4CCN(c5ccc(F)cc5)CC4)c(=O)c3c2C)cc1
-0.5 | CCCc1ccc(C(C)NC(=O)c2c(C)noc2C)cc1 (stereo unspecified)
-11.3 | COc1ccc(C2(C(C[N+](=O)[O-])c3ccccc3)C(=O)c3ccccc3C2=O)cc1 (stereo unspecified)
-7.2 | O=C(c1ccc(NC2CCSC2)nc1)N1CCCN(C2CCCCC2)CC1 (stereo unspecified)
-2.4 | Cc1ccc(-n2c(SCC(=O)Nc3ccccc3)nnc2-c2ccc(Cl)cc2)cc1
0.9 | CNC(=O)NC1CC(C)(C)NC(C)(C)C1
-15.2 | O=C(CSc1nc2ccccc2n1Cc1cccc(F)c1)NCc1ccccc1
-0.4 | CC(=O)Nc1ccnn1C1CCN(CCCC2CCCC2)CC1
-3.7 | COc1ccc(-c2cn3nc(N4CCC(C(=O)Nc5cccc(C)c5C)CC4)sc3n2)cc1
-9.8 | C=C(C)Cn1c(=O)c2c(nc3n(-c4ccccc4N)c(C)c(C)n23)n(C)c1=O
-6.4 | COc1ccc(OCC(=O)NC(C)c2ccccc2)cc1 (stereo unspecified)
-2.6 | N/C(=N\OCc1cccc([N+](=O)[O-])c1)c1nonc1N
-1.8 | CSc1ccc(CNC(=O)C2CCN(c3nc4ccccc4nc3C(F)(F)F)CC2)cc1
1.0 | CN(C)C(=O)CSc1nc2ccccc2c(=O)[nH]1
-3.6 | COc1ccc2c(c1)c1c(c(=O)n(-c3ccccc3)c(=O)n1CC(=O)Nc1ccc(C)c(C)c1)n2C
-0.7 | CCC1CCc2nc3sc(C(=O)NC4CCCC4)c(N)c3cc2C1 (stereo unspecified)
2.4 | Cc1cccc(N2CCN(C(=O)c3c(C)noc3C)CC2)c1C
-5.8 | Cc1cc(C)cc(Nc2nc(Cl)nc(Nc3cc(C)cc(C)c3)n2)c1
14.4 | C=C(C)COc1ccccc1/C=C1\N=C(c2ccccc2F)OC1=O
7.5 | CN1C(=O)C(Sc2ccc(Cl)cc2)C(=O)c2c1n(C)c(=O)n(C)c2=O (stereo unspecified)
2.2 | Cc1cccc(N2CCN(C(=O)CN3C(=O)COc4ccc(S(=O)(=O)N5CCCC5)cc43)CC2C)c1 (stereo unspecified)
-1.5 | CCOc1c(Cl)cc(C(=O)O)cc1OCc1ccccc1
-0.6 | CC(C)(C)CC(C)(C)c1ccc(OCC(=O)NNC(=O)C2COc3ccccc3O2)cc1 (stereo unspecified)
-2.7 | CC(C)C(=O)Nc1ccc(N2CCN(S(C)(=O)=O)CC2)cc1
-0.9 | COc1cc(NC(N)=S)cc(OC)c1OC
1.7 | N=c1n(CC(=O)c2ccc(Cl)c(Cl)c2)c2ccccc2n1Cc1ccccc1Cl
0.5 | CCCCOc1ccc2ccccc2c1C(c1c(C)[nH]c2ccccc12)c1c(C)[nH]c2ccccc12
29.3* | Cc1cccc2c(C(=O)O)cc(-c3ccccc3O)nc12
-5.9 | Cc1cccc(CNC(=O)c2cnc3c(-c4cccc(C)c4)c(C)nn3c2C)c1
1.1 | O=C(CSc1nc2ccc(N=Cc3ccc(Cl)cc3Cl)cc2s1)Nc1ccc(F)cc1
-4.9 | CCOc1ccc2nc(N3CCCC(C(=O)N4CCN(Cc5nccn5C)CC4)C3)nc(C)c2c1 (stereo unspecified)
0.6 | CCOc1c(Cl)cc(-c2nc3ccc(Cl)cc3c(=O)o2)cc1Cl
1.5 | COc1ccc(-c2csc(NC(=O)CSc3nc(C)cs3)n2)cc1
-2.9 | COC(=O)c1ccc(NC(=O)CN(Cc2ccccc2)S(=O)(=O)c2ccc(Cl)cc2)cc1
-8.3 | Clc1ccc(COc2ccccn2)c(Cl)c1
3.0 | Cc1nn(C)c(C)c1CN(C)S(=O)(=O)c1cccc2cccnc12
8.4 | CC(C)CCNC(=O)c1ccc(Cn2c(SCC(N)=O)nc3ccccc3c2=O)cc1

# Arranged by value in ROC1-CUL1 inh (highest first): three from the list above.
ROC1-CUL1 inh | Structure
7.7 | COc1ccc(NC(=O)C23CCC(C2)C(C)(C)C3=O)cc1 (stereo unspecified)
1.1 | O=C(CSc1nc2ccc(N=Cc3ccc(Cl)cc3Cl)cc2s1)Nc1ccc(F)cc1
-0.1 | COc1ccc(C)cc1NC(=O)c1sc2nc(-c3ccc(F)cc3)cn2c1C

# Later entries:
ROC1-CUL1 inh | Structure
-3.6 | CCc1cc2c(=O)[nH]c(-c3cccnc3)nc2s1
1.3 | CC(C)c1ccc(NC(=O)c2sc3ncccc3c2N)cc1
3.2 | NC(=O)N1CCC(O)(c2ccc(Cl)cc2)CC1
-1.5 | CCOC(=O)c1cc(N2C(=O)c3cccc4cccc(c34)C2=O)ccc1Cl
9.3 | C=CCn1nnc(-c2ccc(OC)c(OCC)c2)n1
7.5 | COc1ccc(O)c(CN2CCCC(c3nc(-c4ccncc4)ncc3-c3ccccc3)C2)c1 (stereo unspecified)
-7.1 | O=C(Cc1cccnc1)N1CCOC(CCCc2ccccc2)C1 (stereo unspecified)
8.6 | CCN(CCCNC(=O)CSc1cc(=O)n(C)c2ccccc12)c1ccccc1
1.3 | CCc1c(-c2ccccc2)nc2sc3c(c2c1N)CCCCC3
4.7 | COc1ccc(-c2nnc(SC)n2-c2ccccc2)cc1OC
-2.8 | CC1(C)Cc2cccc3c2N(CCC3)C1=S
4.2 | COc1ccccc1NC(=O)c1snnc1C
0.2 | CCc1ccc(CN2CCC3(CCCN(CC4CC4)C3=O)C2)o1 (stereo unspecified)
-6.7 | Cn1nc(N)c(N=Nc2ccc(F)cc2)c1N
2.6 | N#Cc1ccc(Br)cc1F
1.7 | CCN(CC)S(=O)(=O)c1ccc2c(c1)c(=O)c(C(=O)N1CCN(c3cc(C)ccc3C)CC1)cn2C
5.3 | CC1=N/C(=C/c2cccs2)C(=O)O1
8.4 | COC(=O)c1[nH]c2c(c1C)C(=O)CC(c1ccc(OC)cc1)C2 (stereo unspecified)
1.3 | CN(C1CCOCC1)C1CCCN(CCc2ccccc2)C1 (stereo unspecified)
2.6 | Cc1nc(N2C(=O)C(=O)C(C(=O)c3ccccc3)C2c2ccc(Cl)cc2)sc1C (stereo unspecified)
6.0 | Cn1c(=O)c2c(nc3n2CCS3)n(C)c1=O
-0.7 | O=C1C=CCC2C1CN1CCc3c([nH]c4ccccc34)C21 (stereo unspecified)
-7.9 | CCCCCOC(=O)c1ccc(OC(=O)c2sc3ncn(Cc4cccc(F)c4)c(=O)c3c2C)cc1
3.6 | Fc1cccc(C2CCN(CC3CC3)c3ccccc3S2)c1 (stereo unspecified)
